Assay outcomes: PubChem, National Center for Advancing Translational Sciences (NCATS)
Tau fluor counter: Counterscreen qHTS for Inhibitors of Tau Fibril Formation, Fluorescence Polarization. tau K18 P301L Alexa594 fluorescence, heparin fibrillization. Potency, µM (highest dose often 57.7 µM), inactives show at the top dose activity change, negative = decrease. actives 0.93% (n = 280,000); also: % is scaled to controls: 0 for no effect and ±100 for the full control effect; nearly all actives have a fitted effect of over 55% in size
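Human K18 P301L tau (15 uM unlabeled plus 0.24 uM Alexa 594-labeled, final) in 100 mM sodium acetate pH 7 was mixed with compound and 20 uM heparin and incubated 6 hr at 37 C.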
KDM4E inh: qHTS Assay for Inhibitors of Human Jumonji Domain Containing 2E (JMJD2E); Lysine-specific demethylase 4E (Homo sapiens), B2RXH2; JMJD2E catalytic domain, FDH-coupled NADH fluorescence (FDH is formaldehyde dehydrogenase); Potency, µM (highest dose often 57.1 µM), inactives show at the top dose activity change, negative = inhibition, hits mostly inhibitors; actives 1.6% (n = 230,000); AID 2147, 2009; active = well fitted inhibition curve with a large enough effect, not every such curve was filed as active; inconclusive = small, poorly fitted or top-dose-only effect, or another doubt; inactive = no such curve, though single readings can be large or run the other way;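 also: 0% = wells with enzyme and -100% = buffer wells without enzyme; nearly all actives have a fitted effect of over 50% in size; many of its hits are not listed in these tables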
Target sequence (B2RXH2 1-337 limits assumed): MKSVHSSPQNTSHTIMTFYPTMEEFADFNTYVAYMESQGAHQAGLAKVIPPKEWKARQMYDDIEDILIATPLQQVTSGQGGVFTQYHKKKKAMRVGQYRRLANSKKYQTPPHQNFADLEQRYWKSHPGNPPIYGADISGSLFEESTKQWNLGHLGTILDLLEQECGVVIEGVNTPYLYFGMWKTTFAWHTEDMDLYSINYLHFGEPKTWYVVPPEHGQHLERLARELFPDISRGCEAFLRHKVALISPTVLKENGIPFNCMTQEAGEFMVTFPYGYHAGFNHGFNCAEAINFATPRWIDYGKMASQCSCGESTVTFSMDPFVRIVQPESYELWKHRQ
ALDH1A1 inh: qHTS Assay for Inhibitors of Aldehyde Dehydrogenase 1 (ALDH1A1) | Aldehyde dehydrogenase 1A1 (Homo sapiens), P00352 | Purified ALDH1A1, NADH fluorescence, propionaldehyde substrate | Potency, µM (highest dose often 75.3 µM), inactives show at the highest dose activity, negative = inhibition, actives largely listed as inhibitors | actives 7.3% (n = 220,000) | AID 1030, 2008; active = well fitted inhibition curve with a large enough effect, not every such curve was filed as active; inconclusive = small, poorly fitted or top-dose-only effect, or another doubt; inactive = no such curve, though single readings can be large or run the other way;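 also: plate controls were no enzyme wells and a reference inhibitor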
Target sequence (P00352 whole entry, looked up): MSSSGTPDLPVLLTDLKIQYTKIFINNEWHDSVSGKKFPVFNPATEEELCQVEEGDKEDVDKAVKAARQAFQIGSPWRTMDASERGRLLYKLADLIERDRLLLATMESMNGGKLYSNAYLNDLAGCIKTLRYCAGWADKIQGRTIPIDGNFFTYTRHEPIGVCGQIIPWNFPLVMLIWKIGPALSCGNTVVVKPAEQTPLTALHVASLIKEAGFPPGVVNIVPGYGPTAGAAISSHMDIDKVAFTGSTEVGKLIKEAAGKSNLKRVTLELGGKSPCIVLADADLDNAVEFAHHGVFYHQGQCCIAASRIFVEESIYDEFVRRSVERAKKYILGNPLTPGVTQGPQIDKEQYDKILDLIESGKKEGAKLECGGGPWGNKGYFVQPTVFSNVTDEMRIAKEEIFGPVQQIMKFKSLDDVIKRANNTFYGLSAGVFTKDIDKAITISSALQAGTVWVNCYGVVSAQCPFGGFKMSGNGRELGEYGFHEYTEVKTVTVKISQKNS
HttQ103 aggreg: qHTS Multiplex Assay to Identify Dual Action Probes in a Cell Model of Huntington: Aggregate Formation (GFP) | Potency, µM (highest dose often 46.1 µM), for inactives: at the top dose activity change, negative = inhibition, usual class: inhibitors | actives 1.1% (n = 220,000) | PC12 HttQ103-GFP aggregates, Acumen cytometry, 40 h | AID 1688, 2009; also: % is scaled to controls: 0 for no effect and ±100 for the full control effect; nearly all actives have a fitted effect of over 60% in size
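Aggregate formation scored by laser-scanning cytometer (488 excitation, 500–530 emission) in lysed PC12 cells expressing Q103-GFP after 100 nM tebufenozide induction; library tested in dose series, with ATPLite reagent added in the multiplex.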
HTT ATP protect: qHTS Multiplex Assay to Identify Dual Action Probes in a Cell Model of Huntington: Cytoprotection (ATP); PC12 HTT-Q103 induced, cytoprotection, ATP luminescence, 40 h; Potency, µM (series often up to 56.4 µM), without a hit: cytoprotection (ATP increase), hits mostly activators; actives 0.14% (n = 230,000);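 also: % of control where 0% means no effect; nearly all actives have a fitted effect of over 45% in size; toxic huntingtin expression switched on by the ecdysone agonist tebufenozide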
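Stable PC12 Q103-GFP cells in serum-supplemented, phenol red-free DMEM; induction by tebufenozide at 100 nM final; compound dose series; cell viability quantified luminescently from ATP.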
SMN2 splice enh: qHTS Assay for Enhancers of SMN2 Splice Variant Expression; Potency, µM (series often up to 46.1 µM), inactives show at the top dose activity change, positive = activation, actives largely listed as activators; actives 2.8% (n = 210,000); HEK293 SMN2-luciferase splicing reporter, luminescence, 30-36 h; also: % of control where 0% means no effect; nearly all actives have a fitted effect of over 55% in size
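qHTS luciferase splicing reporter: luminescence rises when SMN2 exon 7 is included in transfected HEK293 cells. Compound exposure lasted 30-36 h at 37C, with 4.5 mM final sodium butyrate as control, followed by a ONE-Glo read.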
Tau ThT inhib: qHTS for Inhibitors of Tau Fibril Formation, Thioflavin T Binding | Potency, µM (series often up to 57.4 µM), for the others: at the top dose activity, negative = inhibition, usual class: inhibitors | actives 2.1% (n = 270,000) | AID 1460, 2008 | recombinant tau K18 P301L (four-repeat tau fragment), heparin-induced fibrillization, ThT fluorescence; also: % is scaled to controls: 0 for no effect and ±100 for the full control effect; nearly all actives have a fitted effect of over 55% in size
Target sequence (P10636 561-689 P618L limits assumed): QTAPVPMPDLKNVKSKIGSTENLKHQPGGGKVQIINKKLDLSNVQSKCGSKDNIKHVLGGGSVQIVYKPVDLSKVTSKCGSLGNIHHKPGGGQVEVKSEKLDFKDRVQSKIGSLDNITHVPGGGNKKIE
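K18 P301L tau (15 uM + 0.24 uM Alexa 594-tagged), heparin 20 uM, NaOAc pH 7, 6 h 37 C; ThT 30 uM, 1 h RT, ex 450/em 510 nm.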
Tau fibril FP: qHTS for Inhibitors of Tau Fibril Formation, Fluorescence Polarization | Microtubule-associated protein tau (Homo sapiens), P10636 | K18 P301L tau heparin fibrillization, Alexa594 FP, 6 h | Potency, µM (highest dose often 57.7 µM), inactives show at the highest dose activity, negative = inhibition, usual class: inhibitors | actives 0.39% (n = 280,000) | AID 1468, 2008; also: % is scaled to controls: 0 for no effect and ±100 for the full control effect; nearly all actives have a fitted effect of over 55% in size
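Recombinant K18 P301L […], labeled with Alexa 594 at 0.24 uM over 15 uM unlabeled; heparin inducer 20 uM final; 37 C, 6 hr; FP endpoint.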
* hit, by the source's call; ? = inconclusive; nt = no result given; & = joins results of further samples; [ ] = remark or other dose. Unless noted, calls follow the shape of the dose curve; as a rule, active = well fitted curve in the direction sought with a large enough effect; inconclusive = small, poorly fitted or top-dose-only effect, or another doubt; inactive = no such curve, though single readings can be large; an effect the other way counts as inactive or inconclusive. Potency is read from the fitted curve at half-maximal effect. These rows are one share of the data; rates above refer to the full screens.

SMILES | Tau fluor counter | KDM4E inh | ALDH1A1 inh | HttQ103 aggreg | HTT ATP protect | SMN2 splice enh | Tau ThT inhib | Tau fibril FP
[O-]/[N+](=C\c1cccc(Br)c1)c1ccccc1 | -7.4% | -29.4% | 0.316µM* | -2.4% | -28.2% | 27.5% | ? | -14.0%
S=C(N/N=C/c1ccccc1Cl)Nc1cccc(Cl)c1Cl | -8.0% | -7.0% | nt | 16.9%[9.22 µM] | 11.9%[10 µM] | nt | -6.9% | -0.5%
COn1c(SCc2cccc(Cl)c2)nc2ccccc2c1=O | -20.6% | 1.7% | -15.6% | ? | -23.1% | -18.5% | -14.2% | ?
CCOC(=O)N1CCN(C(=O)c2ccc3c(=O)n(-c4ccc(OC)cc4)c(=S)[nH]c3c2)CC1 | -2.4% | 5.4% | 2.6% | 13.0% | -3.3% | -3.1% | -0.6% | -7.3%
O=C(c1cccs1)N1CCN=C1SCc1ccc(Cl)cc1 | -16.0% | 4.6% | -12.4% | -1.8% | nt | -2.6% | -7.9% | -0.9%
COc1ccc(-c2noc(C3CCCN(C(=O)c4ccccc4OC)C3)n2)cc1OC (stereo not given) | 4.0% | -6.0% | -10.2% | ? | -25.8%[10 µM] | -9.7% | 2.2% | -0.5%
COc1cccc(C(=O)CC2(O)C(=O)N(Cc3ccccc3)c3ccccc32)c1 (stereo not given) | -10.2% | nt | nt | nt | nt | -26.4% | -8.9% | 0.4%
COc1ccc(NS(=O)(=O)c2ccc(N3CCCC3)c(NC(=S)Nc3cccc(C)c3C)c2)cc1 | -24.0% | -4.1% | 8.91µM* | 13.2% | 11.9%[10 µM] | -0.2% | -12.6% | 1.9%
CC12CN(C(=S)Nc3ccccc3)CC(C)(CN(C(=S)Nc3ccccc3)C1)C2=O | 1.2% | -0.6% | -86.4% | 8.7%[9.22 µM] | 13.4%[10 µM] | -10.8% | 1.4% | -0.6%
Cc1ccc(C(=O)CSc2ncnc3sc4c(c23)CCCC4)cc1 | -11.9% | 0.8% | ? | 12.5% | -14.2% | -16.1% | -17.4% | ?
CCOC(=O)c1ccc(NC(=O)Cn2ncc(Cl)c(Cl)c2=O)cc1 | -6.7% | -0.5% | 28.2µM* | nt | nt | -101.9%[inhibitor] | ? | -9.5%
CN(c1ccc(C(=O)N2CCOCC2)cc1[N+](=O)[O-])C1CCCCC1 | -13.8% | 4.6% | -13.1% | ? | -35.7% | 12.1% | -18.6% | -12.2%
COC(=O)c1ccc(COC(=O)c2cnccn2)cc1 | 13.4% | 10.2% | 11.2% | -0.8%[9.22 µM] | 19.1%[10 µM] | nt | 2.0% | 3.2%
O=C(COc1ccc2oc(-c3ccco3)cc(=O)c2c1)N1CCCCC1 | -4.4% | ? | ? | 0.5% | -43.2%[inhibitor] | 3.0% | ? | 2.0%
Cc1ccccc1N1CC(C(=O)O)CC1=O (stereo not given) | -1.5%[2.34 µM] | -6.9% | -2.5% | -27.5%[9.22 µM] | -45.5%[inhibitor][10 µM] | nt | ? | 3.0%
CCOc1ccc(NC(=O)CSc2nnc(-c3ccccc3Cl)n2Cc2ccco2)cc1 | -18.6% | -10.0% | 14.1µM* | -18.9% | 5.4% | nt | ? | 15.2%
CN(C)S(=O)(=O)c1cccc(C(=O)Nc2ccc(N3CCOCC3)cc2)c1 | -13.5% | -6.9% | nt | -3.1%[9.22 µM] | 12.3%[10 µM] | nt | ? | 4.5%
CCOP(=O)(OCC)C(NC(=O)Nc1ccccc1)C(N)=O (stereo not given) | -11.5% | 2.8% | 1.0% | -0.2% | 16.8%[10 µM] | 3.7% | -15.2% | -6.2%
CN(C1CCCCC1)S(=O)(=O)c1ccc(-c2ccccn2)s1 | -21.2% | -1.7% | -15.6% | -18.1%[9.22 µM] | 2.2%[10 µM] | nt | -2.4% | -9.0%
Cc1sc2ncn(CC(=O)N3CCOCC3)c(=O)c2c1-c1ccccc1 | -2.4% | -3.5% | 0.9% | 22.2% | 19.1%[10 µM] | 1.6% | -4.6% | -5.3%
COc1cccc(-c2ccnc3c(-c4ccc(F)cc4)c(C)nn23)c1 | -28.6% | nt | nt | nt | nt | 14.8% | ? | ?
Cc1ccc(S(=O)(=O)N2CCN(C)CC2)cc1-c1nnc2c3ccccc3c(C)nn12 | -12.4% | -1.7% | ? | 10.1% | -16.4%[0.074 µM] | nt | -7.1% | 0.7%
COc1ccc(-n2c(Cn3c(=O)sc4ccccc43)nnc2SCC(=O)N2CCCCC2)cc1 | -9.5% | 10.2% | ? | 4.3% | -6.4% | -17.1% | -10.8% | 1.6%
COc1ccccc1-c1nc2cc(NC(=O)c3ccccc3Cl)ccc2o1 | ? | nt | nt | nt | nt | 10.6% | ? | -4.1%
Cc1nc(S(=O)(=O)NC2CCCCC2)c(C#N)c(C)c1Cl | -2.6% | 8.5% | -3.6% | -3.0% | -10.2% | -5.4% | 1.3% | -3.9%

As entered above:
Under Tau fluor counter, COc1cccc(-c2ccnc3c(-c4ccc(F)cc4)c(C)nn23)c1 is listed with -28.6%
Under Tau fibril FP, Cc1ccccc1N1CC(C(=O)O)CC1=O (stereo not given) is listed with 3.0%

Looked up by compound from the entries so far:
SMILES | Tau fluor counter | KDM4E inh | ALDH1A1 inh | HttQ103 aggreg | HTT ATP protect | SMN2 splice enh | Tau ThT inhib | Tau fibril FP
Cc1sc2ncn(CC(=O)N3CCOCC3)c(=O)c2c1-c1ccccc1 | -2.4% | -3.5% | 0.9% | 22.2% | 19.1%[10 µM] | 1.6% | -4.6% | -5.3%
COc1ccc(-c2noc(C3CCCN(C(=O)c4ccccc4OC)C3)n2)cc1OC (stereo not given) | 4.0% | -6.0% | -10.2% | ? | -25.8%[10 µM] | -9.7% | 2.2% | -0.5%

The list continues:
SMILES | Tau fluor counter | KDM4E inh | ALDH1A1 inh | HttQ103 aggreg | HTT ATP protect | SMN2 splice enh | Tau ThT inhib | Tau fibril FP
CC1CN(c2ccc(NC(=S)Nc3ccc(N4CC(C)OC(C)C4)cc3)cc2)CC(C)O1 (stereo not given) | ? | -3.9% | nt | 17.2%[9.22 µM] | 1.3%[10 µM] | nt | nt | 1.3%
O=c1[nH]c(SCCOc2cccc3ccccc23)nc2ccccc12 | -19.9% | 9.5% | 3.5% | -7.9% | -65.4%[inhibitor] | nt | -13.3% | -5.4%
COC(=O)N(C)CCCC1(C)C(=O)N(C)c2ccc(O)cc21 (stereo not given) | -2.2% | -4.9% | 9.3% | 11.8% | 0.7% | -6.3% | -6.5% | 0.9%
Cc1nc2sc(C(c3ccco3)N3CCC(Cc4ccccc4)CC3)c(O)n2n1 (stereo not given) | -3.5% | 6.8% | -7.0% | -14.0% | 14.4%[10 µM] | 0.9% | ? | 4.5%
Cc1cc(C)c(OCCOCCn2c(-c3ccc(Cl)cc3)nc3ccccc3c2=O)c(C)c1 | -17.0% | nt | nt | nt | nt | 1.4% | -7.5% | -16.8%
COc1ccc(C[C@@](C)(N)C(=O)O)cc1OC | nt | 11.2µM* | -12.9%[20.9 µM] | 11.5%[20.6 µM] | ? | -5.2%[20.6 µM] | nt | nt
CC(C)Nc1cc(N2CCN(C3CCCCC3)CC2)c2noc3c2c1C(=O)c1ccccc1-3 | ? | nt | nt | nt | nt | 0.3% | ? | -3.4%
CC(=O)c1nn(-c2cccc(Br)c2)cc1C(=O)c1ccc(C)cc1 | -10.1% | -2.1% | 8.5% | -12.0% | 5.5% | 14.7% | -5.1% | 3.2%
Cc1nc(S(=O)(=O)Cc2ccccc2)nc2c1CCC2 | -2.2% | -14.5% | 1.5% | -10.3%[9.22 µM] | -26.4%[1.9 µM] | -0.5% | -2.2% | 4.2%
CC(Cc1ccc(O)c(O)c1)C(C)Cc1ccc(O)c(O)c1 (stereo not given) | 15.8µM*[quencher] | 22.4µM* | 28.2µM* | -13.7% | ? | -0.3% | ? | -2.4%&-2.9%
CCC(=O)OCCNc1cc(Sc2nccn2C)c2nonc2c1[N+](=O)[O-] | ? | 1.4% | -10.0% | 7.08µM* | -96.3%[inhibitor][10 µM] | -3.5% | 4.47µM* | -10.3%
Cc1cc(C)nc(NC2=NCC(=O)N2CCc2c[nH]c3ccccc23)n1 | -12.8% | ? | ? | 12.6% | 16.4% | 0.6% | -11.7% | 4.5%
O=[N+]([O-])c1ccc(COc2ccc(CNc3ccccc3)cc2)cc1 | -24.8% | 1.5% | 4.4% | 9.0% | 33.1%[10 µM] | -23.5% | ? | 2.8%
COc1ccc(/C=N/NC(=O)CC(=O)NCc2cccnc2)c(OC)c1 | -1.8% | -3.1% | 2.7% | -3.8% | 23.9%[1.9 µM] | 1.5% | -2.6% | 8.6%
Cc1ccc(OCC(=O)N2CC(C)OC(C)C2)c([N+](=O)[O-])n1 (stereo not given) | 3.8% | 8.3% | 8.6% | 2.6% | 0.0501µM* | 1.7% | 4.5% | 3.9%
CCc1cc(-c2n[nH]c(C)c2-c2nc3ccccc3n2C)c(O)cc1O | -25.2% | ? | 2.6% | -1.4%[9.22 µM] | 2.1%[10 µM] | nt | -4.0% | 9.4%
O=S(=O)(c1cccc2nsnc12)N1CCN(c2ccccc2F)CC1 | -27.2% | 10.2% | 22.4µM* | 2.5%[9.22 µM] | 11.2%[10 µM] | nt | -14.5% | -13.4%
C(CNC1C2CC3CC(C2)CC1C3)CN1CCOCC1 (stereo not given) | -11.4% | 3.0% | nt | 37.7%[9.22 µM] | -0.1%[10 µM] | nt | -7.6% | -3.6%
CNC(=O)c1nc[nH]c1C(=O)NC | 5.8% | 0.6% | 3.1% | 10.4% | -13.8% | 5.2% | 2.2% | -6.7%
CCOc1ccccc1NC(=O)Cn1c(=O)n(CCCC(=O)NCCc2ccc(C)cc2)c(=O)c2ccccc21 | -11.7% | nt | nt | nt | nt | 9.3% | -6.0% | -6.1%
Cc1cc(C(F)(F)F)nn1CC(=O)NNC(=S)NCC(C)C | -8.3% | 2.8% | 11.1% | -11.9% | -23.7% | 10.2% | -9.1% | 5.5%
